# aDG glyco act – alpha-DG glycosylation activation; AID 624168; activation, % at 10 µM; Pro5-aDG cells, alpha-DG glycosylation AlphaScreen (IIH6); 0% Pro5, 100% B10-LARGE cell signal; 360,000 compounds, 0.22% hits;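 active = activation of at least 8% versus controls, or a plate z-score of at least 8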;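 note: Pro5 are CHO cells carrying HIG-tagged alpha-DG that lacks glycosylation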
# ABHD5-PLIN5 inh – blocks binding of human ABHD5 to perilipin-5 | Q00G26+Q8WTS1 | Split G. princeps luciferase complementation, luminescence, 4 h | inhibition, % at 4 µM | 360,000 compounds, 0.78% hits;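 active = inhibition above the mean inhibition across every tested compound plus 3 SD, cut at about 22% in these data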;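 note: 0% = DMSO only wells and the 100% control is not disclosed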
# Exocytosis inh – blocks lytic granule exocytosis; AID 651702; 360,000 compounds, 0.66% hits; inhibition, % at 10 µM; TALL-104 LAMP-1 surface exposure, flow cytometry; cells stimulated with thapsigargin and PMA;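 active = inhibition above about 55%, limit read from the data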
# MC4R ag barr – agonists of human melanocortin 4 receptor (MC4R) beta-arrestin; activation, % at 8.9 µM; P32245; 360,000 compounds, 0.98% hits; U2OS MC4R beta-arrestin complementation, luminescence; percent of melanotan II response, DMSO zero;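 active = activation above a per-plate cutoff, the mean activation of sample wells on that plate plus 3 SD, cut at about 8% in these data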
# hiPSC survival – hiPSC single-cell survival enhancement; ATPlite luminescence; 100% = ROCK inhibitor wells, 0% = DMSO; survival enhancement, % at 20 µM; 360,000 compounds, 0.044% hits; in the data active = survival enhancement above about 18%;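 note: cells exposed to compounds for 16 hours before the ATP read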
# H9c2 protect – modulators protecting cardiomyocytes from myocardial damage. protection from H2O2 cell death, % at 20 µM. 360,000 compounds, 0.63% hits. H9c2 cardiomyocytes, H2O2 injury protection, ATPLite, 2 h;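 active = compounds giving at least 50% protection of heart cells from peroxide-induced death in the single-dose screen, raw or plate-pattern-corrected value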;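 note: 0% = DMSO wells with peroxide and 100% = DMSO wells without peroxide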
# Glyco luc inh – N-linked glycosylation inhibition | D54 ERlucT glycosylation luciferase reporter, 24 h; percent of 100 nM tunicamycin response | reporter increase, % at 12.5 µM | 360,000 compounds, 0.23% hits | AID 588692;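 active = mean luciferase reporter signal, scaled so untreated is 0 and the glycosylation-blocking control 100, at or above a set limit in every replicate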;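 note: luciferase carries N-glycosylation sites so blocking glycosylation raises the light; 0% = median of neutral control wells and 100% = median of 100 nM tunicamycin wells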
# m5-HT2A agonist – mouse HTR2A agonism via beta-arrestin recruitment; P35363; CHO-K1 mHTR2A beta-arrestin complementation, luminescence; percent of 30 µM serotonin response; activation, % at 7.6 µM; 360,000 compounds, 0.66% hits; AID 624169;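 active = activation above a run cutoff, the mean activation of all tested compounds plus 3 SD, cut at about 14% in these data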;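 note: 0% = plate median of compound wells and 100% = 30 µM serotonin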
# ABCB6 inh MLPCN – human ABCB6 transporter inhibition; Q9NP58; K562-ABCB6 porphyrin accumulation, flow cytometry, 1 h; stronger effect = lower value; fluorescence ratio to DMSO, % at 10 µM; 360,000 compounds, 0.19% hits; AID 602162;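 active = fluorescence ratio to DMSO below 75%, the collection mean minus 3 SD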;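 note: signal is porphyrin accumulated inside mitochondria; 100% equals median channel fluorescence of DMSO control wells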
# Target sequence (Q9NP58 whole entry, looked up): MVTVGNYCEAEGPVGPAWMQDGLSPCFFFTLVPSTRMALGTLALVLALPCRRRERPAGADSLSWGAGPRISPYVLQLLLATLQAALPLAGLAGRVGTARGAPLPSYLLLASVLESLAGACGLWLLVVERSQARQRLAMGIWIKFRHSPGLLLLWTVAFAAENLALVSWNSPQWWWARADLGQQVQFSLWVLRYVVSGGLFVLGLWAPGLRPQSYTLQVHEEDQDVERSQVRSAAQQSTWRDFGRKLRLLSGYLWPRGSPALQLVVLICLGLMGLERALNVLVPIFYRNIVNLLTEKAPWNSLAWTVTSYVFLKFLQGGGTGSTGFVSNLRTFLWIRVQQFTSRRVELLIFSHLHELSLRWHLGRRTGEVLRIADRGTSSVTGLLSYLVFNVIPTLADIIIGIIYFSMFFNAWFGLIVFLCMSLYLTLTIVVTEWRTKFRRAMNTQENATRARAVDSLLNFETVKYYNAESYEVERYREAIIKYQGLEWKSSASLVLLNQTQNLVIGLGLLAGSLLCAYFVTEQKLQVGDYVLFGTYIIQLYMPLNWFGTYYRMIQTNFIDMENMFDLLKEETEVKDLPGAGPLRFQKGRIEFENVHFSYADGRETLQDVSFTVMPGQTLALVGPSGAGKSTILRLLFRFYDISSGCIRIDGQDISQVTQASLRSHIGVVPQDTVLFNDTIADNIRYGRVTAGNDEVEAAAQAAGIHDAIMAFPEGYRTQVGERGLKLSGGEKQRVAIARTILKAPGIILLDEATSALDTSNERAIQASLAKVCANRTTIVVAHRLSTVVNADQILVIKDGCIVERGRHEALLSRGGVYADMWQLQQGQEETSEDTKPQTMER
# MC4R antag cAMP – blocks human MC4R cAMP signaling; P32245; MC4R-expressing cells, MTII-stimulated cAMP, LANCE TR-FRET; inhibition, % at 6.5 µM; 360,000 compounds, 0.48% hits;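 active = inhibition above its plate's cutoff, the mean of tested wells on that plate plus 3 SD, cut at about 29% in these data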;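 note: 0% = Melanotan II alone and 100% = Melanotan II plus saturating MCL0020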
#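 Material: human MC4R-expressing U2OS cells. Probe or stimulus: Melanotan II challenge. Dosing: 6.5 µM single dose. Times: 30-min compound, 1-h challenge, 1-h detection, room temperature. Technique: TR-FRET with Eu-cAMP and labeled anti-cAMP, 671 nm. Replication: singlicate.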
# An asterisk follows results filed as active; x = no result given. Only part of the results is shown; count on the stated rates, not on these rows.
# The first four compounds (preview)
SMILES,aDG glyco act,ABHD5-PLIN5 inh,Exocytosis inh,MC4R ag barr,hiPSC survival,H9c2 protect,Glyco luc inh,m5-HT2A agonist,ABCB6 inh MLPCN,MC4R antag cAMP
COCCNC(=O)c1c(N)n(Cc2ccco2)c2nc3ccccc3nc12,0.5,18,2,1.6,-0.1,28,8,-4,107,15
CN1CC2([N+](=O)[O-])CC=C(Cl)C([N+](=O)[O-])(C1)C2 (configuration not stated),0.0,4,1,0.3,-0.6,11,-2,3,98,6
COc1ccccc1-n1c(/C=C/c2ccc(O)cc2)nc2ccccc2c1=O,-0.2,-28,1,-0.5,0.0,13,6,-12,97,13
CS(=O)(=O)c1ccc(C2=C(CNC(=O)c3ccncc3)[C@H]3CC[C@@H](C2)N3CCOc2ccccc2)cc1,0.1,8,-2,-0.5,-0.9,7,1,5,95,-3

# The whole of this part, repeating the preview:
SMILES,aDG glyco act,ABHD5-PLIN5 inh,Exocytosis inh,MC4R ag barr,hiPSC survival,H9c2 protect,Glyco luc inh,m5-HT2A agonist,ABCB6 inh MLPCN,MC4R antag cAMP
COCCNC(=O)c1c(N)n(Cc2ccco2)c2nc3ccccc3nc12,0.5,18,2,1.6,-0.1,28,8,-4,107,15
CN1CC2([N+](=O)[O-])CC=C(Cl)C([N+](=O)[O-])(C1)C2 (configuration not stated),0.0,4,1,0.3,-0.6,11,-2,3,98,6
COc1ccccc1-n1c(/C=C/c2ccc(O)cc2)nc2ccccc2c1=O,-0.2,-28,1,-0.5,0.0,13,6,-12,97,13
CS(=O)(=O)c1ccc(C2=C(CNC(=O)c3ccncc3)[C@H]3CC[C@@H](C2)N3CCOc2ccccc2)cc1,0.1,8,-2,-0.5,-0.9,7,1,5,95,-3
COC(=O)C1=C(c2cccc(OCc3ccccc3)c2)C[C@@H]2CC[C@H]1N2C(=O)NCCOc1ccccc1,1.0,3,-14,0.2,-1.9,0,-2,-1,96,9
COC(=O)C1=C(c2cccc(C#N)c2)C[C@@H]2CC[C@H]1N2C(=O)NCc1cc(C)oc1C(F)(F)F,0.2,-7,14,-0.7,1.5,0,0,7,100,4
COC(=O)CC1=C(C(=O)OC)C2(C(=O)Nc3c(C)cccc32)C(C#N)=C(N)O1 (configuration not stated),0.3,-6,-2,0.5,0.9,8,0,1,87,-1
CC(C)c1ccc(NC(=O)N2C[C@H]3C[C@@H](C2)c2cccc(=O)n2C3)cc1,0.0,0,2,-0.7,0.9,0,-2,2,96,2
Cn1c(O)c(C=NCCN2CCN(C(=O)Nc3ccccc3)CC2)c(=O)n(C)c1=O,-0.1,-2,-3,0.3,-0.3,1,1,2,101,-8
CCOC(=O)[C@]12Cc3cc(Cl)ccc3[C@H]1N(C)C(=O)c1cc(OC)ccc12,0.0,11,2,x,-0.7,x,x,-2,92,x
CCOP(=O)(C#CC(C)(C)C)C(C)(O)c1ccccc1 (configuration not stated),-0.2,-2,0,0.8,0.4,-2,1,-1,99,0
O=C(Nc1ccc(Cl)cc1C(=O)c1ccccc1Cl)c1ccco1,0.0,-2,-3,-3.2,7.4,-2,2,-2,95,7
CCOCN(C(=O)CCl)c1c(C)cccc1CC,0.7,4,6,-2.8,-0.4,-2,0,4,98,2
CC/C(=N\NC(=O)c1ccccc1O)c1c(O)n(Cc2ccccc2)c(=O)[nH]c1=O,-0.1,-1,-1,-0.2,-0.4,-2,-1,-2,109,5
COc1ccc(CCNC(=O)c2c(N)n(CCN3CCOCC3)c3nc4ccccc4nc23)cc1OC,0.9,25*,28,0.2,0.2,57*,-7,-2,93,20
CCOC(=O)[C@@]12C(=O)C(=O)N[C@]1(c1ccccc1)C1OCCCC12 (some centres not stated),0.1,4,0,-0.2,-1.0,2,-1,-1,99,14
Nc1ccc(Cl)cc1C(=O)c1ccccc1Cl,-0.1,-6,0,3.8,0.8,0,3,-2,96,-4
O=C(Nc1ccccc1F)OC1CN2CCC1CC2 (configuration not stated),0.1,-4,4,1.0,0.5,-4,-4,-4,99,9
C=CCn1c(O)c(C(C)=NCCO)c(=O)[nH]c1=O,0.0,2,-1,-2.2,-0.7,11,3,-1,98,7
C[C@]12CCC3[C@@H](CC[C@@H]4C[C@H](O)CC[C@]34C)[C@@H]1CCC2=O (some centres not stated),-0.2,4,1,0.9,-2.4,-5,0,6,92,3
NC(=O)CN1C2CCC1CC(NC(=O)C1CC1)C2 (configuration not stated),-0.1,1,-1,2.0,-1.3,-2,0,4,101,-3
O=C(c1cccnc1)N1Cc2ccccc2-n2nncc2C1,-0.1,-11,-2,0.1,2.9,27,2,2,106,1
Cc1cc(NC(=O)C(Cl)(Cl)Cl)no1,-0.1,6,0,-2.2,-0.3,3,3,-4,102,15
CS(=O)(=O)N1CCN(C(=N)N[N+](=O)[O-])CC1,-0.2,6,-1,-2.7,1.0,5,2,14,92,2
C[C@]12CCC3C(CC[C@@H]4CC(=O)CC[C@]34C)C1CC[C@@H]2O (some centres not stated),0.1,-7,1,-2.3,1.7,-3,-2,0,97,-1
C[N+](C)(C)Cc1ccccc1,0.0,-1,-4,0.6,0.3,-3,1,0,99,6
CNS(=O)(=O)c1ccc(N=Cc2c(O)n(-c3cccc(C)c3)c(=O)[nH]c2=O)cc1,0.0,17,-4,-0.9,-0.3,6,1,-2,95,-1
COc1ccccc1N1C(=O)NC(=O)/C(=C\c2cnn(-c3ccccc3)c2)C1=O,-0.1,14,-3,2.3,-1.0,-9,13,4,100,30*
Cc1cc(OC(C)C(=O)NCc2ccncc2)c2c3c(c(=O)oc2c1)CCC3 (configuration not stated),-0.2,2,-2,-1.0,-0.5,4,6,8,95,1
Nc1ccccc1Cl,-0.2,2,-1,-0.9,1.8,-2,3,3,99,-1
O=c1[nH]c(=O)n(CCc2ccccc2)c(O)c1/C=N/N1CCOCC1,-0.1,-12,2,-1.6,-0.1,-2,4,1,97,1
COCCCn1c(N)c(C(=O)OCCOC)c2nc3ccccc3nc21,0.1,-20,-1,0.6,1.2,4,8,2,89,0
CCOP(=O)(OCC)C(NC(=O)c1ccc(Cl)cc1)=C(Cl)Cl,1.9,2,-1,-1.0,0.1,2,2,0,101,4
CCCCNC(=O)Nc1ccc(C(O)(C(=O)OCC)C(F)(F)F)cc1 (configuration not stated),0.5,-2,2,-1.6,-0.4,-9,2,-2,102,0
CC(NC(=O)N1CC1(C)C)c1ccccc1 (configuration not stated),-0.2,1,-9,-1.5,-0.4,8,1,0,94,-9
CCOC(=O)CC1=C(C(=O)OCC)C2(C(=O)Nc3ccccc32)C(C#N)=C(N)O1 (configuration not stated),-0.1,3,6,-0.9,6.0,1,-2,1,99,5
COC(C)(C)CCCC(C)C/C=C/C(C)=C/C(=O)OC(C)C (configuration not stated),0.0,-2,2,0.9,-0.4,-3,-3,1,100,9
CCN(CC)C(=O)c1ccc(NC(=O)c2c(C)noc2C)cc1,0.3,19,-3,1.2,-0.1,-5,0,0,87,4
Cc1ccc(-n2c(O)c(C=NCCN3CCNCC3)c(=O)[nH]c2=S)cc1,-0.1,-8,-8,0.4,0.8,-1,2,-6,100,17
CCCOc1ccccc1OCC(=O)N1CCN(CC(=O)N2CCOCC2)CC1,0.2,4,-3,-0.7,0.3,4,1,-2,94,3
CCCN(CCC)C1CCc2cccc(O)c2C1 (configuration not stated),0.0,-2,2,-1.3,-2.2,17,0,53*,88,3
COc1ccc(-n2c(O)c(C(C)=NCc3ccc4c(c3)OCO4)c(=O)[nH]c2=O)cc1,-0.1,8,2,1.6,-0.1,5,-2,6,99,-10
O=C1NC(=O)N(c2ccc3c(c2)OCO3)C(=O)/C1=C/c1ccsc1,0.1,30*,-1,2.3,-2.8,15,-2,3,95,3
CC(C)CNP(=S)(c1ccccc1)C(C)(C)C (configuration not stated),-0.1,0,2,-0.6,1.0,-2,2,-4,94,6
O=Cc1cn(Cc2cccc([N+](=O)[O-])c2)c2ccccc12,0.6,-3,-4,-3.1,4.1,-2,-21,-4,94,8
c1ccc(C(OCCN2CCNCC2)c2ccccc2)cc1,0.1,4,-1,-1.3,-2.1,10,-1,-2,90,-2
Cc1c(C=O)c2ccccc2n1Cc1cccc(F)c1,0.0,-7,-3,1.7,-0.9,1,-1,-7,102,1
CC(C)(Cl)[N+](=O)[O-],-0.2,3,0,-3.0,1.1,-2,1,3,105,5
COC(=O)N(c1ccc(OC)cc1)P1(=S)OCCC(C)O1 (configuration not stated),-0.1,-2,3,-1.6,4.0,-3,1,2,101,4
CN1/C(=C\C=C2C(=O)NC(=O)NC2=O)C(C)(C)c2ccccc21,0.1,4,0,-3.4,-0.4,17,2,12,104,-19
COCC(=O)N1Cc2ccccc2-n2nncc2C1,0.1,-6,-1,-1.0,5.2,0,2,3,97,4
Cn1cc(CCC(=O)N2CCC3(CC2)OCCO3)c2ccccc21,-0.1,4,-2,-2.4,1.3,1,-1,2,97,-2
COc1ccc(O)c(C(C)(C)C)c1,-0.1,-9,0,0.0,0.0,-1,2,-1,98,4
Cc1cc(C=O)c(C)n1C1CCCCC1,0.4,5,2,1.2,0.7,-5,-1,0,103,1
CCC1(c2ccccc2)C(=O)N(COC)C(=O)N(COC)C1=O,-0.1,7,6,1.0,-0.8,-2,0,-1,98,8
C=CCn1c(O)c(C(CC)=Nc2ccc(NC(C)=O)cc2)c(=O)[nH]c1=O,0.0,-3,2,0.4,-0.2,5,2,3,101,0
O=C(NCCO)c1nsnc1NCCCl,-0.1,2,-2,-0.4,2.2,1,0,6,100,-4
C=CC1CN2CCC1CC2C(O)c1ccnc2ccccc12 (configuration not stated),-0.1,2,-7,0.6,6.5,1,-6,1,96,-1
COc1ccc2[nH]c(C)c(CCNCc3cc(OC)c4c(c3)OCO4)c2c1,1.0,7,-5,-0.4,2.9,-13,1,-2,103,5
Cc1cc(C)c(-n2c(O)c(/C=N/NC(=O)c3ccncc3)c(=O)[nH]c2=O)c(C)c1,0.0,0,-1,-1.4,-0.3,7,2,-5,97,5
# Next entries follow:
SMILES,aDG glyco act,ABHD5-PLIN5 inh,Exocytosis inh,MC4R ag barr,hiPSC survival,H9c2 protect,Glyco luc inh,m5-HT2A agonist,ABCB6 inh MLPCN,MC4R antag cAMP
O=c1c2ccccc2nc(/C=C/c2ccc3c(c2)OCO3)n1-c1cccc(O)c1,0.0,1,1,-1.6,6.2,5,0,-6,100,-3
Cn1cc(NC(=O)CCl)cn1,0.2,-4,-3,-0.5,-0.6,11,3,5,99,8
Cc1nn(Cc2ccccc2)c(C)c1C=C1C(=O)NC(=S)NC1=O,0.1,-9,0,-0.1,-0.6,1,2,1,99,7
COC(=O)CC1NC2CCCCC2NC1=O (configuration not stated),-0.1,3,-1,-0.7,-1.1,2,0,3,91,-3
Cc1ccc(C(=O)c2cc(Br)ccc2N)cc1,-0.3,-7,3,1.0,0.1,-4,1,-8,93,3
CCC(=O)OC1(Cc2ccc(CC)cc2)CC(C)N(C)CC1C (configuration not stated),0.0,-1,10,-0.5,-0.4,5,2,-2,90,1
CC(N)Cc1c[nH]c2ccc(Cl)cc12 (configuration not stated),0.0,7,6,-1.3,0.7,4,0,80*,103,-1
N#Cc1ccc(Cn2cc(C=O)c3ccccc32)cc1,0.0,-8,-3,1.9,-0.8,15,-14,8,96,-3

# High-throughput results: PubChem, several laboratories
